TcdB GH inh – TcdB glycohydrolase inhibitors, primary screen, biochemical, single point, plate reader. TcdB glycohydrolase enzymatic assay. inhibition, % at 9.99 µM. Toxin B (Clostridioides difficile), P18177. 0.24% of 350,000 active; in the data active = inhibition above about 10%
VHR inh abs – VHR1 phosphatase inhibitors, primary screen, biochemical, absorbance, uHTS | recombinant VHR phosphatase, pNPP absorbance | inhibition, % at 13.3 µM | Dual specificity protein phosphatase 3 (Homo sapiens), P51452 | AID 1654, 2009 | 0.52% of 290,000 active; in the data active = inhibition above about 50%; note: some compounds called inactive have numbers as strong as hits
Target sequence (P51452 whole entry, looked up): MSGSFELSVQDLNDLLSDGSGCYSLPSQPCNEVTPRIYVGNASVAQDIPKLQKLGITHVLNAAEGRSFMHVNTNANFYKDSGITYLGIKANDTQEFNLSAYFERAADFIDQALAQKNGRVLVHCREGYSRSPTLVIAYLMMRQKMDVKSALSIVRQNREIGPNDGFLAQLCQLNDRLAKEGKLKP
MazEF act – activators of E. coli MazEF toxin-antitoxin RNase, primary screen, biochemical, fluorescence, uHTS. activation, % at 20 µM. 0.32% of 350,000 active. AID 504720, 2011. FAM/BHQ RNA-DNA oligo cleavage fluorescence, 5 h; in the data active = activation above about 50%
Target sequence (P0AE70 whole entry, looked up): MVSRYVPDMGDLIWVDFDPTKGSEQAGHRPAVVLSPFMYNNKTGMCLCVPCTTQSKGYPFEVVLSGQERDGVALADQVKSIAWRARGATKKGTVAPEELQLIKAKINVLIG
Rv3671c inh – Rv3671c serine protease inhibitors, primary screen, biochemical, fluorescence polarization, M. tuberculosis H37Rv; P9WHR9; inhibition, % at 5.96 µM; 0.048% of 320,000 active; in the data active = inhibition above about 38%;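 note: extracellular domain of Rv3671c used as enzyme; 0% = enzyme with DMSO and 100% = no enzyme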
Target sequence (P9WHR9 whole entry, looked up, the tested form may be a part): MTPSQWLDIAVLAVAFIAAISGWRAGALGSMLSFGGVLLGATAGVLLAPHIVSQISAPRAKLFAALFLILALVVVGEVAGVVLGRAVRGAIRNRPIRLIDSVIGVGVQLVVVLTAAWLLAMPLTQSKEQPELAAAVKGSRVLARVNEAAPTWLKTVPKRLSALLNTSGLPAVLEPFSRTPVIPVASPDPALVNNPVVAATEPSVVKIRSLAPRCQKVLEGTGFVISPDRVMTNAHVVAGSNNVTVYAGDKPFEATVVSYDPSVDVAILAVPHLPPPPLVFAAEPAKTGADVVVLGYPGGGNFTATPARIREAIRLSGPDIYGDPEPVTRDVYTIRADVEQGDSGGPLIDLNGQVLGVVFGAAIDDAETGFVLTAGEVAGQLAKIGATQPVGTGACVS
SSB-PriA inh – inhibitors of Klebsiella pneumoniae PriA binding to SSB C-terminal tail, primary screen, biochemical, AlphaScreen; AlphaScreen SSBct-PriA binding, biotinylated peptide; AID 1272365, 2023; 0.6% of 430,000 active; inhibition, % at 33 µM; in the data active = inhibition mostly above about 37%, no sharp cut-off; inactive = mostly below about 20%;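 note: plate controls were negative control peptide for no effect and reference peptide for full effect; strong numbers were not always called active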
BH1578 lux ind – inducers of Vibrio cholerae quorum light production without autoinducers, primary screen, BH1578 luxS cqsA deficient, single point. V. cholerae BH1578 lux reporter, luminescence, 6 h. activation, % at 18.7 µM. 0.16% of 350,000 active. AID 588436, 2011; in the data active = activation mostly above about 9.7%, no sharp cut-off; inconclusive = no clear call, values can overlap the other calls; inactive = mostly below about 3.7%; note: not every result past the cut was called active; inactives centre near 0; reference of the scale not given here
Y pestis TopoI – Yersinia pestis topoisomerase I inhibitors, primary screen, biochemical, cleavage product accumulation, plate reader, single point. DNA topoisomerase I (Yersinia pestis CO92). Y. pestis Topo-I cleavage product accumulation. activity, % at 10 µM. 0.064% of 360,000 active. AID 504884, 2011; in the data active = activity above about 50%, passing the limit was not always enough; inconclusive = no clear call, values can overlap the other calls; note: inactives centre near 2
PfHsp40 rescue – rescue of yeast from PfHsp40 toxicity, primary screen, S. cerevisiae, ATP luminescence | S. cerevisiae expressing PfHsp40, growth rescue | growth rescue, % at 12.5 µM | 0.68% of 340,000 active | AID 504582, 2011; in the data active = growth rescue above about 28%, passing the limit was not always enough; inconclusive = no clear call, values can overlap the other calls;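 note: yeast W303a lacking pdr1 and pdr3 grown in galactose medium; growth measured after three days at 30 °C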
Anthrax LF prot – Bacillus anthracis LF protease inhibitors, primary screen, biochemical, multiplex microsphere, MLPCN library; multiplex microsphere protease cleavage assay; inhibition, % at 10 µM; 0.12% of 360,000 active; AID 588501, 2011; in the data active = inhibition above about 30%; inconclusive = no clear call, values can overlap the other calls; note: plate controls were buffer without enzyme for full effect and enzyme alone for no effect
3CLpro inhibitor – SARS-CoV 3CLpro protease inhibitors, primary screen, biochemical, quenched FRET; Replicase polyprotein 1ab (Severe acute respiratory syndrome coronavirus), P0C6X7; recombinant SARS-CoV 3CLpro, quenched FRET peptide cleavage; inhibition, % at 6 µM; 0.14% of 290,000 active; AID 1706, 2009; in the data active = inhibition above about 12%
* marks the source's active call; other numbers are inactive results.

CCOc1ccc(NS(=O)(=O)c2ccc(NS(=O)(=O)c3ccc(SC)cc3)cc2)cc1 was read as VHR inh abs -6, MazEF act -7, Rv3671c inh -55, SSB-PriA inh -7, BH1578 lux ind -2.2, Y pestis TopoI 20, PfHsp40 rescue 6.1, Anthrax LF prot 0 and 3CLpro inhibitor 7.
`Cn1c(NC(=O)/C=C/c2ccco2)cc(=O)n(C)c1=O` gave TcdB GH inh 0.0, VHR inh abs -4, MazEF act 5, Rv3671c inh -2, SSB-PriA inh -4, BH1578 lux ind -0.3, Y pestis TopoI -5, PfHsp40 rescue 0.3, Anthrax LF prot -1 and 3CLpro inhibitor 1.
For O=S(Cc1cc(Oc2ccccc2)nc(-c2ccccc2)n1)c1ccccc1 (stereo unspecified) the results were VHR inh abs 36, MazEF act -4, Rv3671c inh 5, SSB-PriA inh -27, BH1578 lux ind inactive, Y pestis TopoI 35, PfHsp40 rescue 5.3, Anthrax LF prot -2 and 3CLpro inhibitor 6.
CC1=CC(=O)C=C(C)C1=NOc1ccc([N+](=O)[O-])cc1 was read as TcdB GH inh 1.2, VHR inh abs 9, MazEF act 5, Rv3671c inh 1, SSB-PriA inh 2, BH1578 lux ind -0.2, Y pestis TopoI 1, PfHsp40 rescue 0.7, Anthrax LF prot -8 and 3CLpro inhibitor 3.
Screening COc1ccc(-c2nc(CN3CCC(C(=O)NC4CCCc5ccccc54)CC3)c(C)o2)cc1OC (stereo unspecified) returned TcdB GH inh 0.5, MazEF act 2, SSB-PriA inh 21, BH1578 lux ind 0.5, Y pestis TopoI 1, PfHsp40 rescue 0.5 and Anthrax LF prot 2.
For COc1ccccc1/C=N/NC(=O)C(=O)N1CCN(c2ccccc2OC)CC1 the results were VHR inh abs -11, MazEF act -7, Rv3671c inh 1, BH1578 lux ind inactive, Y pestis TopoI 9, PfHsp40 rescue inconclusive, Anthrax LF prot 4 and 3CLpro inhibitor 2.
Screening CCOC(=O)C1CCN(C(=O)c2cn(C)c(=O)c3cc(OC)c(OC)cc23)CC1 returned VHR inh abs 9, MazEF act 3, Rv3671c inh 0, SSB-PriA inh -10, BH1578 lux ind -3.2, Y pestis TopoI -3, PfHsp40 rescue 0.1, Anthrax LF prot 0 and 3CLpro inhibitor 2.
For CC1Cc2ccccc2N1Cc1nc2cc(C(F)(F)F)ccc2c(=O)[nH]1 (stereo unspecified) the results were VHR inh abs 17, MazEF act -7, Rv3671c inh 0, SSB-PriA inh 0, BH1578 lux ind inactive, Y pestis TopoI -14, PfHsp40 rescue -0.9, Anthrax LF prot 2 and 3CLpro inhibitor -3.
Screening CCCn1c(=O)c2c(C(=O)OCC)cc(-c3ccco3)nc2n(CCC)c1=O returned TcdB GH inh 0.8, VHR inh abs -34, MazEF act -1, SSB-PriA inh -17, BH1578 lux ind inactive, Y pestis TopoI 12, PfHsp40 rescue -0.8, Anthrax LF prot -1 and 3CLpro inhibitor 4.
COc1ccc(OCCNC2CCCC2)cc1 was read as TcdB GH inh 1.3, VHR inh abs 20, MazEF act 1, Rv3671c inh 2, SSB-PriA inh -17, BH1578 lux ind -0.3, Y pestis TopoI -2, PfHsp40 rescue -1.3, Anthrax LF prot -3 and 3CLpro inhibitor -5.
Screening CCC1CCCCN1S(=O)(=O)c1ccc(NC(=O)CSc2ncccc2C(=O)O)cc1 (stereo unspecified) returned VHR inh abs -11, MazEF act -1, Rv3671c inh 0, SSB-PriA inh 0, BH1578 lux ind -0.2, Y pestis TopoI 3, PfHsp40 rescue 1.6, Anthrax LF prot 2 and 3CLpro inhibitor 7.
For O=C(NCc1ccco1)C(=O)N1CCCC1 the results were TcdB GH inh -0.1, VHR inh abs -1, MazEF act -9, Rv3671c inh -2, SSB-PriA inh 2, BH1578 lux ind -2.2, Y pestis TopoI 2, PfHsp40 rescue 1.0, Anthrax LF prot -6 and 3CLpro inhibitor -1.
Cc1ccc(Nc2c(O)nc[nH]c2=O)cc1 was read as TcdB GH inh -0.7, MazEF act 1, SSB-PriA inh 0, BH1578 lux ind inactive, Y pestis TopoI -2, PfHsp40 rescue 0.3 and Anthrax LF prot -5.
Cc1cccc(C)c1NC(=S)N(CCN(C)C)C(C)c1cccnc1 (stereo unspecified) was read as TcdB GH inh 0.5, VHR inh abs -10, MazEF act 0, Rv3671c inh 13, SSB-PriA inh -8, BH1578 lux ind inactive, Y pestis TopoI 2, PfHsp40 rescue -0.6, Anthrax LF prot 1 and 3CLpro inhibitor 2.
`CN(CC(=O)Nc1cccnc1Cl)S(=O)(=O)c1ccc(Cl)cc1` gave TcdB GH inh 0.2, VHR inh abs 0, MazEF act -4, Rv3671c inh 1, SSB-PriA inh -13, BH1578 lux ind inactive, Y pestis TopoI 4, PfHsp40 rescue -1.7, Anthrax LF prot -2 and 3CLpro inhibitor -1.
Screening O=C1CCCN1CCC(=O)N1CCCC(Nc2ccc(F)c(F)c2)C1 (stereo unspecified) returned TcdB GH inh 1.6, VHR inh abs -11, MazEF act 10, Rv3671c inh 0, SSB-PriA inh -5, BH1578 lux ind -0.3, Y pestis TopoI 4, PfHsp40 rescue 0.5, Anthrax LF prot 0 and 3CLpro inhibitor -3.
Screening CCOC(=O)C1=C(CS(=O)(=O)c2ccccc2)NC(=O)NC1c1ccc(O)c(OC)c1 (stereo unspecified) returned TcdB GH inh 1.1, VHR inh abs -12, MazEF act 11, Rv3671c inh -9, SSB-PriA inh -1, BH1578 lux ind -0.7, Y pestis TopoI -1, PfHsp40 rescue 0.6, Anthrax LF prot 1 and 3CLpro inhibitor 2.
`Cc1ccc(C(=Cc2ccc([N+](=O)[O-])cc2)C(=O)O)cc1` gave TcdB GH inh 1.6, MazEF act -4, BH1578 lux ind -2.9, Y pestis TopoI 4 and Anthrax LF prot 1.
CC12CCC(C(=O)N(CC(=O)O)C1=O)C2(C)C (stereo unspecified) was read as TcdB GH inh 1.7, VHR inh abs 3, MazEF act 3, Rv3671c inh -5, SSB-PriA inh -11, BH1578 lux ind 0.4, Y pestis TopoI 3, PfHsp40 rescue -1.8, Anthrax LF prot 1 and 3CLpro inhibitor 0.
`Cc1nc2cc(NC(=O)c3cccc(S(C)(=O)=O)c3)ccc2o1` gave TcdB GH inh 0.6, VHR inh abs 19, MazEF act 9, Rv3671c inh 5, SSB-PriA inh -4, BH1578 lux ind -3.1, Y pestis TopoI 4, PfHsp40 rescue 1.5, Anthrax LF prot -19 and 3CLpro inhibitor 1.
`O=C(NC1CC1)C1=C[C@H](c2ccc3c(c2)OCO3)C[C@H](OCc2ccc(CO)cc2)O1` gave TcdB GH inh 0.5, VHR inh abs 18, MazEF act 8, Rv3671c inh 7, SSB-PriA inh -12, BH1578 lux ind 0.2, Y pestis TopoI 10, PfHsp40 rescue -1.0, Anthrax LF prot -1 and 3CLpro inhibitor -2.
For Cc1cc(SCC(=O)c2cccs2)nc2c(C)cccc12 the results were VHR inh abs 38, MazEF act -11, Rv3671c inh -8, SSB-PriA inh 2, BH1578 lux ind inactive, Y pestis TopoI 3, PfHsp40 rescue -1.3, Anthrax LF prot -9 and 3CLpro inhibitor -1.
For CC(C)(CN1CCNCC1)NS(=O)(=O)c1ccc(Cl)cc1 the results were TcdB GH inh 0.5, MazEF act 10, Rv3671c inh 6, SSB-PriA inh 9, BH1578 lux ind inactive, Y pestis TopoI 22, PfHsp40 rescue 1.4 and Anthrax LF prot -2.
Screening CCN(CC)S(=O)(=O)c1ccc(N/N=C/c2cc(OC)c(OC)cc2OC)nc1 returned VHR inh abs -1, MazEF act 9, Rv3671c inh 0, BH1578 lux ind -0.2, Y pestis TopoI 2, PfHsp40 rescue -0.5, Anthrax LF prot 6 and 3CLpro inhibitor 4.
COc1ccc(S(=O)(=O)Nc2cccc(SC)c2)cc1OC was read as VHR inh abs 27, MazEF act 0, Rv3671c inh -3, SSB-PriA inh -3, BH1578 lux ind -0.4, Y pestis TopoI 0, PfHsp40 rescue -2.0, Anthrax LF prot 4 and 3CLpro inhibitor 0.
CCN(CC)C(=O)C1CC(=O)N(c2ccc(F)c(Cl)c2)C1 (stereo unspecified) was read as VHR inh abs 17, MazEF act 2, Rv3671c inh 4, SSB-PriA inh -22, BH1578 lux ind 3.1, Y pestis TopoI -2, PfHsp40 rescue 40*, Anthrax LF prot -2 and 3CLpro inhibitor 4.
`COc1nc(OCC#N)nc(N(C)C)n1` gave VHR inh abs 26, MazEF act 5, Rv3671c inh -1, SSB-PriA inh -3, BH1578 lux ind -0.1, Y pestis TopoI -1, PfHsp40 rescue -1.7, Anthrax LF prot 0 and 3CLpro inhibitor 2.
CC(C)(C)c1ccc(S(=O)(=O)Nc2noc3ccccc23)cc1 was read as TcdB GH inh 0.0, VHR inh abs 2, MazEF act 3, Rv3671c inh 6, SSB-PriA inh 5, BH1578 lux ind -1.1, Y pestis TopoI -4, PfHsp40 rescue inconclusive, Anthrax LF prot 6 and 3CLpro inhibitor 6.
CCCC(=O)Nc1ccc(C(=O)COC(=O)c2c(C)noc2C)cc1 was read as TcdB GH inh 1.7, MazEF act -1, SSB-PriA inh -8, BH1578 lux ind inactive, Y pestis TopoI -2, PfHsp40 rescue 0.5 and Anthrax LF prot 0.
For O=C(NCc1cc(C(F)(F)F)ccc1F)C1CCC(=O)N(C2CCCCCC2)C1 (stereo unspecified) the results were TcdB GH inh 1.5, VHR inh abs 18, MazEF act 2, Rv3671c inh -6, SSB-PriA inh -4, BH1578 lux ind -0.2, Y pestis TopoI 21, PfHsp40 rescue 0.4, Anthrax LF prot -1 and 3CLpro inhibitor 4.
Screening O=C(NCCCCc1ccccc1)c1ccccc1F returned TcdB GH inh -0.8, VHR inh abs 22, MazEF act 1, Rv3671c inh 2, SSB-PriA inh -20, BH1578 lux ind inactive, Y pestis TopoI 10, PfHsp40 rescue 0.1, Anthrax LF prot -2 and 3CLpro inhibitor 4.
For CCCCn1c(N)c(N(CC(C)C)C(=O)c2cc(S(=O)(=O)N3CCOCC3)ccc2Cl)c(=O)[nH]c1=O the results were TcdB GH inh 2.9, MazEF act 2, Rv3671c inh -12, SSB-PriA inh -12, BH1578 lux ind -5.3, Y pestis TopoI -3, PfHsp40 rescue -1.7 and Anthrax LF prot 0.
`O=C(CSc1n[nH]c(=O)n1-c1ccccc1)Nc1ccccc1` gave TcdB GH inh 1.8, VHR inh abs -4, MazEF act -3, Rv3671c inh -3, SSB-PriA inh -2, BH1578 lux ind -0.6, Y pestis TopoI -7 and 3CLpro inhibitor -6.

Three structures out of the list, sorted by molar mass, highest first.
CCCC(=O)Nc1ccc(C(=O)COC(=O)c2c(C)noc2C)cc1 was read as TcdB GH inh 1.7, MazEF act -1, SSB-PriA inh -8, BH1578 lux ind inactive, Y pestis TopoI -2, PfHsp40 rescue 0.5 and Anthrax LF prot 0.
COc1ccc(S(=O)(=O)Nc2cccc(SC)c2)cc1OC was read as VHR inh abs 27, MazEF act 0, Rv3671c inh -3, SSB-PriA inh -3, BH1578 lux ind -0.4, Y pestis TopoI 0, PfHsp40 rescue -2.0, Anthrax LF prot 4 and 3CLpro inhibitor 0.
CC(C)(C)c1ccc(S(=O)(=O)Nc2noc3ccccc23)cc1 was read as TcdB GH inh 0.0, VHR inh abs 2, MazEF act 3, Rv3671c inh 6, SSB-PriA inh 5, BH1578 lux ind -1.1, Y pestis TopoI -4, PfHsp40 rescue inconclusive, Anthrax LF prot 6 and 3CLpro inhibitor 6.

Some of the compounds tested; the hit share may differ from the screen's.
